HCV inhibitor: qHTS Assay for Inhibitors of Hepatitis C Virus (HCV); Huh7.5.1 HCVcc-Cre infection, luciferase reporter, 44 h; Potency, µM (highest dose often 41.8 µM), for the others: top-dose activity change, negative = inhibition, usual class: inhibitors; actives 3.4% (n = 340,000); AID 651820, 2012; further: potency means the concentration at half of the fitted maximal effect; on the % scale 0 is the no-effect control and ±100 the full control effect
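Infectious HCV cell culture screen: compound-treated cells (1,000/well, pre-plated 4 h) are infected with HCVcc-Cre at roughly 0.5 moi and grown 44 h. Infection is quantified by luciferase signal after 15 min substrate incubation at room temperature.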
Shiga inhibitor: A qHTS for Small Molecule Inhibitors of Shiga Toxin | AID 2315, 2010 | actives 9.2% (n = 290,000) | inhibition, % at 38.7 µM | Vero cells, Shiga toxin protein synthesis inhibition reporter; in the data active means inhibition mostly above about 28%, no sharp cut-off; inactive means mostly below about 43%; further: 0% is about no effect
FBPA Giardia inh: qHTS Assay for Inhibitors of Fructose-1,6-bisphosphate Aldolase from Giardia Lamblia; A8B2U2; AID 2451, 2010; actives 0.71% (n = 290,000); purified Giardia FBPA; Potency, µM (top dose mostly 59.6 µM), without a hit: at the highest dose activity, negative = inhibition, hits mostly inhibitors; further: potency means the concentration at half of the fitted maximal effect; on the % scale 0 is the no-effect control and ±100 the full control effect; nearly all actives have a fitted effect of over 55% in size
Target sequence (A8B2U2 whole entry, looked up): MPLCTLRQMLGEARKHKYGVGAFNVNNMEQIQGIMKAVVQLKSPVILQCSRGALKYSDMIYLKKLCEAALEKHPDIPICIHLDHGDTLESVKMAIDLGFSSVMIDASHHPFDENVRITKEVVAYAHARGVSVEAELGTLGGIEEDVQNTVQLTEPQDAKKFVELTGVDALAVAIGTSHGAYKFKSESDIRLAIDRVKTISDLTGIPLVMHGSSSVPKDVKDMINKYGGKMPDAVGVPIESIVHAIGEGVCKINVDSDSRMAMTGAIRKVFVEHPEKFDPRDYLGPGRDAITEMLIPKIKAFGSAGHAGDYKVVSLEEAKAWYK
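40 nM FBPA preincubated 10 min at RT with compound (up to 57.5 uM final), then substrate plus GAPDH/TPI/NAD/arsenate coupling and diaphorase/resazurin added. Fluorescence read after 20 min at RT, 525/598 nm.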
Pf growth 96h: Primary qHTS for delayed death inhibitors of the malarial parasite plastid, 96 hour incubation. P. falciparum luciferase reporter growth, 96 h. Potency, µM (top dose mostly 28.7 µM), inactives show top-dose activity change, negative = inhibition, actives largely listed as inhibitors. actives 6.9% (n = 320,000). AID 504834, 2011; further: potency means the concentration at half of the fitted maximal effect; on the % scale 0 is the no-effect control and ±100 the full control effect
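Two parasite generations (96 h, 37 C, 5% CO2) of compound exposure in infected erythrocytes (0.05% parasitemia, 2% hematocrit). Luciferase-reporter P. falciparum; decreased luminescence indicates inhibited growth, aimed at apicoplast-acting delayed death.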
Pf growth 48h: Primary qHTS for delayed death inhibitors of the malarial parasite plastid, 48 hour incubation. P. falciparum luciferase growth in erythrocytes, 48 h. Potency, µM (titrated, usually from 28.7 µM), inactives show at the highest dose activity change, negative = inhibition, hits mostly inhibitors. actives 5.9% (n = 310,000). AID 504832, 2011; further: potency means the concentration at half of the fitted maximal effect; on the % scale 0 is the no-effect control and ±100 the full control effect
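Growth was read as firefly luciferase luminescence after a 48 h, 37 C, 5% CO2 exposure of compounds to reporter-bearing P. falciparum cultures (0.1% parasitemia, 2% hematocrit final) in Albumax-supplemented RPMI 1640.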
Cycloheximide cs: Cycloheximide Counterscreen for Small Molecule Inhibitors of Shiga Toxin; actives 12% (n = 300,000); cell reporter, cycloheximide protein synthesis inhibition counterscreen; max response, %; AID 2314, 2010; in the data active means max response mostly above about 13%, no sharp cut-off; inactive means mostly below about 14%; further: read at 38.3 µM for the half of the compounds with a filed dose; 0% is about no effect
An asterisk follows results filed as active; i = inactive; ? = inconclusive; . = not tested or not shown; & = joins results of further samples; [ ] = remark or other dose. Unless noted, the call rests on the fitted dose curve; in most records, active means well fitted curve in the direction sought with a large enough effect; inconclusive means small, poorly fitted or top-dose-only effect, or another doubt; inactive means no such curve, though single readings can be large; an effect the other way counts as inactive or inconclusive.

item	Compound	HCV inhibitor	Shiga inhibitor	FBPA Giardia inh
1	O=C(COc1ccc(S(=O)(=O)NC2CCCC2)cc1)N1CCCCC1	.	-4	.
2	COc1ccc(-c2cn3cccnc3n2)cc1NC(=O)CC(C)C	1%	-4	-2%
3	C/C(=N\NC(=O)c1cc2ccccc2cc1O)c1cccs1	-27%	80*	-9%
4	CC(=O)Nc1ccc(NC(=O)CN(c2cccc(C(C)=O)c2)S(C)(=O)=O)cc1	14%	-10	4%
5	Cc1cc(C)nc(N2C(=O)CC(Cc3ccccc3)C2=O)n1 (stereo not drawn)	14%	-12	5%
6	CC(=O)N1CCN(c2ccc(NC(=O)c3cccc(C)c3)cc2)CC1	-7%	.	1%
7	CCc1nnc(-n2nc(C)cc2-c2ccccc2)n1N	1%	-1	?
8	CN(C(=O)COC(=O)c1ccc(CN2CCCC2=O)cc1)c1ccccc1	-2%	.	.
9	O=C(N/N=C/c1cccc(Oc2ccccc2)c1)c1cc[n+]([O-])cc1	22%	13	-4%
10	CSCCC(NC(=O)c1cccc([N+](=O)[O-])c1)C(=O)OCC(=O)N1CCCC1=O (stereo not drawn)	6%	.	.
11	COc1cc(NC(=S)NC2CC(C)(C)NC(C)(C)C2)c(OC)cc1Cl	?	-1	-6%
12	CC1(C)CC(=O)C(C(C2=C(O)CC(C)(C)CC2=O)c2cccs2)C(=O)C1 (stereo not drawn)	35%[activator]	-5	-1%
13	CCCCNC(=O)/C(C#N)=C/c1cccnc1	19%	-8	11%
14	CSc1nccc(-c2c(-c3ccc(Cl)cc3)noc2C)n1	?	-3	10%
15	O=C(COC(=O)/C=C/c1ccccc1Cl)NC1CCCCCC1	-29%	-4	8%

item	Pf growth 96h	Pf growth 48h	Cycloheximide cs
1	-7%	?	-5
2	0%	14%	1
3	13%	57%[activator]	37*
4	16%	24%	-3
5	.	2%	8
6	?	70%[activator]	13*
7	362%[activator]	15%	-2
8	?	?	.
9	30%[activator]	25%	2
10	56%[activator]	0%	.
11	?	?	-5
12	-37%	41%[activator]	-1
13	-8%	-11%	-3
14	?	-21%	1
15	-15%	-4%	9

Next structures
item	Compound	HCV inhibitor	Shiga inhibitor	FBPA Giardia inh
16	Cc1cc(C)cc(NC(=O)Cn2c(SCc3cc(C)ccc3C)nc3ccncc32)c1	-9%[8.37 µM]	89*	1%
17	Cc1cc(C)c2c(=O)c(/C=C3\NC(=S)NC3=O)coc2c1	.	-4	-1%
18	COC(=O)C1=C(c2ccc(F)cc2F)C[C@@H]2CC[C@H]1N2C(=O)NCCOc1ccc(OC)cc1	-23%	.	.
19	Clc1ncn(C23CC4CC(CC(C4)C2)C3)n1	11%	-4	7%
20	Cc1cccc(N2CCN(C(=O)c3ccc(-n4cncn4)c([N+](=O)[O-])c3)CC2)c1C	-12%	-5	.
21	COc1cccc(-c2cc(=O)c3cc(NC(=O)c4cccnc4)ccc3[nH]2)c1	.	i	-1%[89.2 µM]
22	Cc1ccc(C(=O)O/N=C(\N)c2ccccn2)cc1Cl	-2%	.	17%
23	COC(=O)c1cc(NS(=O)(=O)c2ccc(N3CCOCC3)c(N)c2)cc(C(=O)OC)c1	5%	5	-20%
24	COC(=O)c1cn(C(=O)c2cc(Cl)ccc2Cl)c2ccccc12	-8%	.	5%
25	CCOC(=O)N1CCN(S(=O)(=O)c2ccc(C(=O)N(CCN(CC)CC)c3nc4c(C)cccc4s3)cc2)CC1	5%	-3	?
26	COc1ccc2nc3oc(C(=O)N4CCC5(CC4)OCCO5)cc3cc2c1	22%	46	-4%
27	COc1ccc(-c2csc(N(CC(C)C)C(=O)c3ccco3)n2)cc1	-3%	.	-3%
28	Oc1cc(Cc2ccccc2)cnc1CN1CCOCC1	?	38	-3%
29	Cc1ccc(OCCCC(=O)ON=C(N)c2ccccc2C)cc1	8%	.	.
30	COC(=O)c1[nH]c2cccc(OC)c2c1NC(=O)CN1CCN(c2cccc(OC)c2)C(C)C1 (stereo not drawn)	-10%	-20	-2%

item	Pf growth 96h	Pf growth 48h	Cycloheximide cs
16	112%[activator]	3%	76*
17	61%[activator]	55%[activator]	-2
18	-29%	10µM*	.
19	.	?	7
20	?	-4%	-2
21	.	.	4
22	11%	-84%	14
23	4.1µM*	?	-3
24	13µM*	21%	-2
25	22%	17%	1
26	35%[activator]	?	17
27	0%	10%	12
28	?	2.9µM*	1
29	-2%	-21%	.
30	-14%	?	1

(next part)
item	Compound	HCV inhibitor	Shiga inhibitor	FBPA Giardia inh
31	COCCCNc1nc2c(c(=O)[nH]c(=O)n2C)n1CCCc1ccccc1	14%	-6	-1%
32	COc1cccc(/C(=N/O)C2CC2c2ccc(Cl)cc2)c1 (stereo not drawn)	-26%	16	-1%
33	NC(Cc1cccc2nsnc12)C(=O)O (stereo not drawn)	12%	0	-16%
34	COc1ccc(NC(=S)N/N=C/c2ccc(F)cc2)cc1OC	4%	46*	-15%
35	CCC(NC(=O)NNC(N)=S)(C(F)(F)F)C(F)(F)F	16%	19	20µM*
36	Cc1ccc2c(c1)NC(=O)C(CC(=O)NCCCN1CCCCC1)O2 (stereo not drawn)	20%	-6	3%
37	O=C(Cc1c[nH]c2ccccc12)Nc1nc2ccccc2[nH]1	10%	74*	-8%
38	C=CCNc1nc(C(=O)OCC(=O)NCc2cccc(Cl)c2)cs1	5%	.	.
39	CC(=O)c1cccc(NC(=O)/C(=C/c2ccncc2)NC(=O)c2ccccc2)c1	8%	15	1%
40	COc1cccc(NC(=O)c2oc3ccccc3c2NC(=O)C2CC2)c1	?	8	.
41	CN(C)c1ccc(N2C(=NC(=O)CCC3CCCC3)SC3CS(=O)(=O)CC32)cc1 (stereo not drawn)	9%	-7	-9%
42	Cn1c2c(c(=O)n(C)c1=O)C(c1ccc(Cl)cc1)C(C#N)=C(N)O2 (stereo not drawn)	1%	-5	-5%
43	CC1(C)Cc2cccc(C(=O)Nc3ccc(Cl)cc3)c2O1	-8%	1	-7%
44	CCn1nc(C(=O)Nc2cc(Cl)ccc2-n2cncn2)c2ccccc2c1=O	-5%	.	.
45	O=C(NCCCN1CCCC1)c1cc(Sc2ccc(F)cc2)nc2ccccc12	17%	-32	-4%

item	Pf growth 96h	Pf growth 48h	Cycloheximide cs
31	-3%	-6%	-1
32	49%[activator]	?	1
33	-22%	14%	1
34	13%	?	30*
35	19%	6%	-2
36	33%[activator]	.	-5
37	?	19%	26*
38	-2%	-1%	.
39	-17%	23%	-4
40	?	?	2
41	-22%	?	-4
42	?	7%	3
43	-24%	-15%	4
44	?	?	.
45	38%[activator]	?	-3

Following part
item	Compound	HCV inhibitor	Shiga inhibitor	FBPA Giardia inh
46	CC(=O)Nc1ccc(NC(=O)C/C(C)=N/NC(=O)C(=O)N2CCCC2)cc1	15%	5	-11%
47	O=C(CNC(=O)c1ccccc1F)OCC(=O)c1ccc(Cl)s1	11%	9	-4%
48	COc1ccccc1C(=O)NCC(=O)NCCc1ccc(Cl)cc1	8%	7	2%
49	COc1ccc(Cl)cc1C(=O)N1CCC2(CC1)CC(=O)c1ccccc1O2	-19%	.	.
50	CCC(NC(=O)C1CCCO1)c1ccccc1 (stereo not drawn)	7%	-7	4%
51	COc1ccc(/C=C2\SC(=S)N(CCC(=O)N3CCOCC3)C2=O)cc1	-27%	8	.
52	CN(CC(=O)Nc1c(Cl)cccc1Cl)C(=O)c1ccccc1Cc1ccccc1	0%	.	.
53	CN(C)/C=C/C(=O)c1ccc(Cl)s1	6%	35	7%
54	COC(=O)[C@@H]1C[C@@]2(O)[C@H](O)[C@H](O)[C@H](O)C[C@H]2N1Cc1ccccc1OS(=O)(=O)c1ccc(C)cc1	42%[activator][8.37 µM]	20	1%&3%
55	CC(C)(C)C(=O)N1CCN(C(c2ccccc2)c2ccccc2)CC1	-22%	6	7%
56	CC(=O)NC(=O)c1ccc(-c2ccc(Cl)cc2)o1	-4%	17*	5%
57	Cc1ccc(-n2nc3cc(Cl)c(NC(=O)c4ccco4)cc3n2)cc1	-14%	75*	2%
58	Cc1ccc2[nH]cc(/C=C/c3cc[n+](C)cc3)c2c1	?	-1	-15%
59	C/C(=N\Nc1nc(C(=O)O)cs1)c1ccccc1	22%	29	?
60	CC(C)=C[C@@H]1C[C@H](C)[C@H]2CC[C@H](C)c3c(O)c(O)c(C)c1c32	?	.	.

item	Pf growth 96h	Pf growth 48h	Cycloheximide cs
46	?	33%[activator]	17
47	21%	1%	16
48	-2%	1%	-3
49	?	?	.
50	?	29%	-3
51	?	?	-3
52	?	13µM*	.
53	?	33%[activator]	16*
54	52%[activator]	0%	-5
55	10µM*	12µM*	-5
56	-29%	?	25*
57	198%[activator]	.	45*
58	?	-1%[0.00184 µM]	-4
59	-11%	20%	23*
60	10µM*	3.7µM*	.

Record cards, from the list above. Order of values: HCV inhibitor | Shiga inhibitor | FBPA Giardia inh | Pf growth 96h | Pf growth 48h | Cycloheximide cs
CN(CC(=O)Nc1c(Cl)cccc1Cl)C(=O)c1ccccc1Cc1ccccc1 is listed with 0% | . | . | ? | 13µM* | .
COc1cccc(NC(=O)c2oc3ccccc3c2NC(=O)C2CC2)c1 is listed with ? | 8 | . | ? | ? | 2
CC1(C)Cc2cccc(C(=O)Nc3ccc(Cl)cc3)c2O1 is listed with -8% | 1 | -7% | -24% | -15% | 4
O=C(Cc1c[nH]c2ccccc12)Nc1nc2ccccc2[nH]1 is listed with 10% | 74* | -8% | ? | 19% | 26*

Continued.
item	Compound	HCV inhibitor	Shiga inhibitor	FBPA Giardia inh
61	COc1ccc(Nc2nnc(SCC(=O)c3cc4ccccc4o3)s2)cc1	?	10	-26%
62	C/C(CC(=O)Nc1cccc(Cl)c1Cl)=N\NC(=O)c1ccccc1Br	16%	11	-9%
63	CC(C)c1ccc(NC(=O)CCNC(=O)N2CC(=O)Nc3ccccc32)cc1	8%	2	.
64	CCOc1ccc(NC(=O)COC(=O)c2ccc3c(c2)OCCO3)cc1	-29%	.	.
65	N#Cc1c(NC(=O)C2CC(Cl)=CCC2C(=O)O)sc2c1CCCC2 (stereo not drawn)	-3%	-19	26%
66	O=[N+]([O-])c1c(NCCCO)cc(N2CCN(Cc3ccc4c(c3)OCO4)CC2)c2nonc12	?	-8	-4%
67	CC(C)NC(=O)c1ccc(C(C)C)cc1	-4%	35	-3%
68	Fc1cccc(F)c1CN1CCN(c2ccc(Cl)cc2)CC1	25%	1	0%
69	Cc1c(NC(=O)C(Sc2ccccc2)c2ccccc2)cccc1[N+](=O)[O-] (stereo not drawn)	-27%	-18	-6%
70	Cn1nc(C(=O)NC2CCCCC2)c2ccccc2c1=O	8%	-8	1%
71	CN(CC(=O)N1CCc2[nH]c3ccc(F)cc3c2C1)CC1OCCO1	12%	-2	0%
72	COc1ccc(-c2nnn(CC(=O)N(CC(=O)NCCC(C)C)Cc3cccs3)n2)cc1OC	?	-15	15%

item	Pf growth 96h	Pf growth 48h	Cycloheximide cs
61	?	5%	6
62	?	3%	12
63	?	?	-1
64	?	?	.
65	-2%	3%	10
66	33%[activator]	?	-2
67	6%	19%	18*
68	-2%	3%	4
69	14%	?	6
70	-6%	48%[activator]	-3
71	29%	-10%	-3
72	37%[activator]	?	-2
